KCNK9 block – human KCNK9 channel inhibition; HEK293 KCNK9, FluxOR thallium flux fluorescence; stronger effect = lower value; B-score at 10 µM; 310,000 compounds, 1.2% hits; AID 488922;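 active = ratio B-score over 3 SD below the library mean, with starting fluorescence within 5 SD of its mean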;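 also: negative B-score means less thallium flux so channel inhibition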
RGS4 act – RGS4 potentiation or activation | HEK293 M3R/inducible RGS4, carbachol calcium flux Fluo4; stronger effect = lower value | B-score at 10 µM | 310,000 compounds, 0.92% hits;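 active = B-score of the integrated calcium signal more than 4 SD below the library mean, with starting fluorescence not abnormally high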;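 also: negative B-score means reduced calcium response which marks RGS4 activation or potentiation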
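Test system: HEK293 cells with stable M3R and inducible RGS4; also added: carbachol at ECmax as muscarinic agonist stimulus; schedule: dye loading 30 min 37 °C, buffer rest 30 min RT; technique: kinetic calcium fluorescence imaging with Fluo4-AM dye, 2 µM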
hERG protect – compounds protecting human hERG from proarrhythmic drug block. CHO-hERG, FluxOR thallium flux, dofetilide IC70 present. activation (rescue from dofetilide block), less the hit threshold, % at 10 µM. 310,000 compounds, 0.51% hits. AID 1511. Q12809;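 active = activation above the mean of controls blocked by dofetilide plus 5 SD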;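 also: thallium influx through hERG after potassium depolarization seen as dye fluorescence rise; in these data hits start at about 4.7%; inactives centre near -7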
MrgX1 agonist – activates human MrgX1 receptor signaling | B-score at 10 µM | Q96LB2 | 310,000 compounds, 0.44% hits | MrgX1-HEK293 cells, Fluo-4 calcium fluorescence, agonist mode; stronger effect = higher value;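 active = calcium response B-score plate-corrected fluorescence ratio at least 3 library SD, with starting fluorescence B-score inside 5 SD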
Target sequence (Q96LB2 whole entry, looked up): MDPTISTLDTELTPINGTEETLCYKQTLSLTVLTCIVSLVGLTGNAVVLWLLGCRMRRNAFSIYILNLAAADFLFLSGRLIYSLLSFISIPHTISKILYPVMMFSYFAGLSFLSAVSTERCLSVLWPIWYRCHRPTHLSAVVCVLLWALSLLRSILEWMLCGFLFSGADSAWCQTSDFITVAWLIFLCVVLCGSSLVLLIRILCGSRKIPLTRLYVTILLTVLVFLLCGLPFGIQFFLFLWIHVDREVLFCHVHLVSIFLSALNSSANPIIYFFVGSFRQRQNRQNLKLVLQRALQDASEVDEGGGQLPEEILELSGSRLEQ
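System: HEK293 cells stably expressing human MrgX1 receptor; Dosing: test compound in the initial addition of three; Schedule: overnight plating, then 30 min 37 °C plus 30 min room-temperature dye loading; Detection: kinetic calcium dye fluorescence, Fluo-4 NW; Controls: per-plate positive and negative controls for Z′ factor.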
KCNQ1 act – human KCNQ1 channel potentiation or activation. P51787. CHO-K1 KCNQ1, thallium flux FluxOR fluorescence; stronger effect = higher value. B-score at 10 µM. 310,000 compounds, 0.35% hits;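 active = fluorescence ratio B-score, a plate-corrected score, at least three library SD, with initial intensity B-score within 5 SD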
Target sequence (P51787 whole entry, looked up): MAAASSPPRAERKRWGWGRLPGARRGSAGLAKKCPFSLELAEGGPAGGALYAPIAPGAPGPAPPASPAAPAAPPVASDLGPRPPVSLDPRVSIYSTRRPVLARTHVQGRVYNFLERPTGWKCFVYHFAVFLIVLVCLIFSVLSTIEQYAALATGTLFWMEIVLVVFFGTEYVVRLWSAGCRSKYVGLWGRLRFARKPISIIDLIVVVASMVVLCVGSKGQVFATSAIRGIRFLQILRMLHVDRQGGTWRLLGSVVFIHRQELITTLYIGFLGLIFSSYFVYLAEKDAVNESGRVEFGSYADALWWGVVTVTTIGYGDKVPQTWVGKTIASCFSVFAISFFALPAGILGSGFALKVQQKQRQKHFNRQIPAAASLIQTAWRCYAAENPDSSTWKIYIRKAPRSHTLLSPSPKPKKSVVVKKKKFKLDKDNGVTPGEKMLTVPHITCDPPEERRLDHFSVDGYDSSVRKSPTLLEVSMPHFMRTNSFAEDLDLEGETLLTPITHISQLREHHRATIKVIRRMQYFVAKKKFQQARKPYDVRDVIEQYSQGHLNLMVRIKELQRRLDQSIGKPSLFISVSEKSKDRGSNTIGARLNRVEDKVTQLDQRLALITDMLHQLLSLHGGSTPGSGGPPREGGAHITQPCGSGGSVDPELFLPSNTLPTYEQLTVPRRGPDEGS
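Schedule – 37 °C overnight plating, 90-min dark dye load, 20-min compound pretreatment · System – stable KCNQ1 CHO-K1 line · Probe or stimulus – thallium- and potassium-containing depolarizing buffer · Measured by – kinetic FluxOR fluorescence, 10 s baseline plus 110 s post-stimulus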
TMEM16A inh – mouse TMEM16A channel inhibition, primary screen; Q8BHY3; HEK293 TMEM16A/YFP iodide influx fluorescence, ionomycin; normalized B-score (activity score, 25-100; higher = stronger inhibition) at 10 µM; 310,000 compounds, 1.2% hits;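 active = ratio plate-corrected score three or more library SD toward inhibition, starting fluorescence score within five deviations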;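 also: score derived from kinetic fluorescence span divided by baseline fluorescence per well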
KCNQ1 block – blocks the human KCNQ1 potassium channel; B-score at 10 µM; CHO-K1 KCNQ1, FluxOR thallium flux fluorescence; stronger effect = higher value; AID 2642; 310,000 compounds, 1.3% hits;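 active = compounds whose thallium flux B-score, printed positive for inhibition, exceeds three library SD while starting fluorescence stays within three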;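 also: channel opened by potassium depolarization with thallium stimulus after 20 min compound exposure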
RGS4 block – inhibitors of human RGS4. 310,000 compounds, 0.45% hits. B-score at 10 µM. HEK293 M3R/RGS4 inducible, Fluo-4 calcium flux; stronger effect = higher value; triggered by carbachol at its EC20;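 active = B-score, a plate-corrected calcium signal, over three deviations above library mean, with baseline fluorescence within five deviations of library mean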;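 also: RGS4 expression induced by doxycycline in cells with stable M3 receptor; B-score is computed from the integrated fluorescence ratio over baseline after carbachol; higher B-score means a larger calcium signal and so more RGS4 inhibition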
MrgX1 allo act – allosterically activates human MrgX1 receptor signaling. Q96LB2. MrgX1-HEK293, Fluo-4 calcium flux, FDSS; stronger effect = higher value. B-score at 10 µM. 310,000 compounds, 0.63% hits. AID 588675;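 active = plate-corrected calcium response at least 3 library SD above typical, normal starting fluorescence, not activating the receptor alone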;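 also: compound read alongside a low EC10 to EC30 dose of BAM8-22 agonist; peak minus trough fluorescence over baseline measured at the second addition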
KCNK3 inh – human KCNK3 channel inhibition, primary screen. 340,000 compounds, 0.84% hits. CHO-KCNK3 thallium flux, FluxOR fluorescence; stronger effect = lower value. B-score at 10 µM. O14649;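 active = B-score under library mean minus 4 SD, starting fluorescence ratio at most library mean plus 5 SD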;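 also: more negative B-score means stronger inhibition of thallium flux through KCNK3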
TMEM16A act – activates or potentiates the mouse TMEM16A chloride channel | Q8BHY3 | HEK293 TMEM16A/YFP-H148Q/I152L, iodide quench fluorescence; stronger effect = lower value | B-score at 10 µM | 340,000 compounds, 0.3% hits | AID 623877;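 active = fluorescence-ratio B-score plate-corrected deviation score at least 3 library SD below zero, with starting fluorescence score within 5 deviations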;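 also: channel opened by trigger with iodide after compound preincubation; score built on the fluorescence ratio of max minus min over baseline; more negative score means more quench and so TMEM16A activation or potentiation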
* marks the source's active call; other numbers are inactive results; i = inactive; / = not tested or not shown.

SMILES	KCNK9 block	RGS4 act	hERG protect	MrgX1 agonist	KCNQ1 act	TMEM16A inh	KCNQ1 block	RGS4 block	MrgX1 allo act	KCNK3 inh	TMEM16A act
COc1ccc(-c2csc(NC(=O)/C(N=Nc3ccccc3)=C(\C)O)n2)cc1	i	i	-17.8	i	i	i	i	i	i	/	/
O=C(/C=C/c1ccccc1)Nc1cccnc1	i	i	-4.3	i	i	i	i	i	i	i	i
O=C(NC(c1ccccc1)c1ccccc1)c1ccc(CO)cc1	i	i	-1.3	i	i	i	i	i	i	i	i
O=C(O)c1ccccc1C(=O)NCC(O)COCC1CC=CCC1 (centres undefined)	i	i	-2.5	i	i	i	i	i	i	i	i
Cc1ccc(S(=O)(=O)NNC(=O)c2cnn(-c3ccc(Cl)cc3)c2C(F)(F)F)cc1	i	i	-4.9	i	i	i	i	i	i	i	i
Cc1nc2ccc(NS(=O)(=O)c3ccc(C)c(C)c3)cc2s1	i	i	-7.1	i	i	i	7*	i	i	i	i
CCOc1ccc(NS(=O)(=O)c2ccc3c(c2)oc(=O)n3C)cc1	i	i	-9.4	i	i	i	i	i	i	i	i
CC1=C(C#N)CCC(=O)N1Cc1ccc(C)cc1	i	i	-9.2	i	i	i	i	i	i	i	i
O=C(Cc1ccc(F)cc1)NCCc1ccc(F)cc1	i	i	-7.3	i	i	i	i	i	i	i	i
O=C(Cn1ccc2ccccc21)Nc1ccc2c(c1)OCO2	i	i	-3.9	i	i	i	i	i	i	i	i
Nc1ccc(C(=O)N/N=C/c2cn(Cc3ccccc3F)c3ccccc23)cc1	i	i	-8.0	i	i	i	i	i	i	i	i
O=C(Nc1cccnc1)c1cccc(S(=O)(=O)N2CCCCC2)c1	i	i	-1.4	i	i	i	i	i	i	i	i
CCN(CC)c1cc(CS(=O)c2ccccc2)nc(-c2ccccc2)n1 (centres undefined)	i	i	-21.4	i	i	i	i	i	i	i	i
COc1ccc(CC(=O)OCN2C(=O)c3ccccc3C2=O)cc1	i	i	-5.1	i	i	i	i	i	i	i	i
COc1cc(C(=O)OCC(=O)NC(N)=O)cc(CN2C(=O)c3ccccc3C2=O)c1OC	i	i	-7.1	i	i	i	i	i	i	i	i
O=C(CSc1ccc([N+](=O)[O-])cn1)Nc1ccc2[nH]c(=O)[nH]c2c1	i	i	-7.0	i	i	i	i	i	i	i	i
O=C(CCSc1nc(-c2ccco2)cc(C(F)(F)F)n1)NCc1cccs1	i	i	-10.9	i	i	i	i	i	i	i	i
O=c1oc(-c2ccco2)nc2sc3c(c12)CCCC3	i	i	1.4	i	i	i	i	i	i	i	i
CC(C)c1cc(C(=O)O)on1	i	i	-7.7	i	i	i	i	i	i	i	i
COc1cc2c(cc1OC)/C(=C/C(=O)c1cccc([N+](=O)[O-])c1)NCC2	i	i	-5.4	i	i	i	i	i	i	i	i
CN(C)c1ccc(C(CNC(=O)c2ccccc2F)c2c[nH]c3ccccc23)cc1 (centres undefined)	i	i	-7.6	i	i	i	i	i	i	i	i
COC(=O)c1ccc(OCC(O)CN2CCN(C(=O)c3ccco3)CC2)cc1 (centres undefined)	i	i	-6.2	i	i	i	i	i	i	i	i
COc1ccc(C2C(C#N)=C(N)Oc3c2c(-c2ccccc2)nn3-c2ccccc2)c(OC)c1OC (centres undefined)	i	i	-4.3	i	i	i	i	i	i	i	i
CNC(=S)N(CCCn1ccnc1)Cc1c(F)cccc1Cl	i	i	-4.6	i	i	i	i	i	i	i	i
O=C(CSc1nc(=O)n(CCCN2CCOCC2)c2c1CCC2)Nc1ccc([N+](=O)[O-])cc1	i	i	-8.9	i	i	i	i	i	i	i	i

New compounds follow.
SMILES	KCNK9 block	RGS4 act	hERG protect	MrgX1 agonist	KCNQ1 act	TMEM16A inh	KCNQ1 block	RGS4 block	MrgX1 allo act	KCNK3 inh	TMEM16A act
Cc1ccc(Cl)c(NC(=S)N(CCCN2CCOCC2)Cc2ccco2)c1	i	i	-4.9	i	i	i	i	i	i	i	i
CC(C)n1nnnc1SCC(=O)NC1CCCC1	i	i	-6.4	i	i	i	i	i	i	i	i
CCc1nc(N=C(N)N)nc2ccccc12	i	i	-1.9	i	i	i	i	i	i	/	/
CCOc1cc(/C=N/NC(=O)CCc2n[nH]c(=O)[nH]c2=O)ccc1O	i	i	-9.6	i	i	i	i	i	i	i	i
COc1ccc(OCC(O)CNC(=O)Nc2ccc(Cl)cc2)cc1 (centres undefined)	i	i	-8.3	i	i	i	i	i	i	i	i
COc1ccccc1N1CCN(S(=O)(=O)c2c(C)ccc3nsnc23)CC1	i	i	-9.7	i	i	i	i	i	i	i	i
CC1CCN(Cc2c(C#N)c3ccccc3n2C)CC1	i	i	-8.0	i	i	i	i	i	i	i	i
O=C(c1cc([N+](=O)[O-])ccc1N1CCN(S(=O)(=O)c2ccc(Cl)c(Cl)c2)CC1)N1CCOCC1	i	i	-6.6	i	i	i	i	i	i	i	i
COC(=O)C1=CN(c2ccc(OC)cc2)C=C(C(=O)OC)C1c1cc(OC)c(OC)cc1OC	i	i	-8.0	i	i	i	i	i	i	i	i
Cc1cccc(OC(C)c2ccnc3nc(/N=C/N(C)C)nn23)c1 (centres undefined)	i	i	-7.2	i	i	i	i	i	i	i	i
CN1CCN(c2cc(N3CCN(C(=O)c4ccco4)CC3)c3c4c(onc24)-c2ccccc2C3=O)CC1	i	i	-15.1	i	i	i	i	i	i	i	i
COc1ccc(-n2ncc3c(N4CCN(c5cccc(C)c5C)CC4)ncnc32)cc1	i	i	-8.1	i	i	i	i	i	i	i	i
CCCCNS(=O)(=O)c1cc(-c2nn(C)c(=O)c3ccccc23)ccc1C	i	i	-6.8	i	i	i	i	i	i	i	i
O=C(Cc1ccc([N+](=O)[O-])cc1)Nc1ccc2c(c1)C(=O)NC2=O	i	i	-2.1	i	i	i	i	i	i	i	i
COc1cc(CNS(=O)(=O)c2ccc3c(c2)CC(C)N3C(C)=O)cc(OC)c1OC (centres undefined)	i	i	-8.6	i	i	i	i	i	i	i	i
Nc1nc2n(n1)C(c1cccc(Br)c1)CC(c1ccccc1)N2 (centres undefined)	i	i	-6.0	i	i	i	i	i	i	i	i
O=C(O)c1n[nH]c2c1CCCCC2	i	i	-12.6	i	i	i	i	i	i	i	i
CCOC(=O)N1CCC(N2C(=O)c3ccc(C(=O)O)cc3C2=O)CC1	i	i	-9.3	i	i	i	i	i	i	i	i
CS(=O)(=O)c1ccc(C(=O)OCC(=O)Nc2cccc(S(=O)(=O)N3CCCC3)c2)cc1	i	i	-13.4	i	i	i	i	i	i	i	i
O=C(OCC1CC(c2ccccc2)=NO1)c1ccc(Cl)cc1 (centres undefined)	i	i	-1.1	i	i	i	i	i	i	i	i
Cn1c(=O)c2c(nc(N3CCN(c4ccc([N+](=O)[O-])cc4)CC3)n2C)n(C)c1=O	i	i	-8.1	i	i	i	i	i	i	i	i
O=[N+]([O-])c1ccc(N2CCN(S(=O)(=O)c3ccccc3)CC2)cc1N1CCc2ccccc2C1	i	i	-5.3	i	i	i	i	i	i	i	i
CCOc1ccc(N/C(C)=C/C(=O)c2ccc(C)o2)cc1	i	i	-3.5	i	i	i	i	i	i	i	i
CCC(=O)Nc1cccc(NC(=S)NC(=O)c2ccccc2)c1	i	i	-6.2	i	i	i	i	i	i	i	i
O=C(O)c1ccc(OCCCCCCOC2CCCCO2)cc1 (centres undefined)	i	i	-5.1	i	i	i	i	i	i	i	i

By substructure, the entries above with a cyano group
SMILES	KCNK9 block	RGS4 act	hERG protect	MrgX1 agonist	KCNQ1 act	TMEM16A inh	KCNQ1 block	RGS4 block	MrgX1 allo act	KCNK3 inh	TMEM16A act
CC1=C(C#N)CCC(=O)N1Cc1ccc(C)cc1	i	i	-9.2	i	i	i	i	i	i	i	i
COc1ccc(C2C(C#N)=C(N)Oc3c2c(-c2ccccc2)nn3-c2ccccc2)c(OC)c1OC (centres undefined)	i	i	-4.3	i	i	i	i	i	i	i	i
CC1CCN(Cc2c(C#N)c3ccccc3n2C)CC1	i	i	-8.0	i	i	i	i	i	i	i	i

Remaining list, next part.
SMILES	KCNK9 block	RGS4 act	hERG protect	MrgX1 agonist	KCNQ1 act	TMEM16A inh	KCNQ1 block	RGS4 block	MrgX1 allo act	KCNK3 inh	TMEM16A act
CC1CCCN(C(=O)CCc2nnc(-c3ccc4c(c3)OCO4)o2)C1 (centres undefined)	i	i	-6.5	i	i	i	i	i	i	i	i
COc1ccc(-c2csc(NC(=O)c3ccc(OCC(=O)N4CCOCC4)c(OC)c3)n2)cc1	i	i	-15.0	i	i	100*	i	i	i	i	i
C=CCNc1oc(-c2cccs2)nc1S(=O)(=O)c1ccccc1	i	i	-11.9	i	i	i	i	i	i	i	i
CCCCCCC(=O)N1C/C=C\C(c2ccc(OC)cc2)N(Cc2ccc(F)cc2)C(=O)C1 (centres undefined)	i	i	-22.0	i	i	i	i	i	i	i	i
CN(C)c1nc(NCc2ccccc2)nc(SCC(N)=O)n1	i	i	-6.6	i	i	i	i	i	i	i	i
CS(=O)(=O)c1ccc(Cl)c(NC(=O)C2CC(=O)N(c3ccc4c(c3)OCCO4)C2)c1 (centres undefined)	i	i	-9.1	i	i	i	i	i	i	i	i
CC(C)c1ccc(NC(=O)Cn2nnc(C(=O)NCc3ccco3)c2N)cc1	i	i	-0.4	i	i	i	i	i	i	i	i
O=S(=O)(CCN1CCOCC1)c1ccccc1	i	i	-3.8	i	i	i	i	i	i	i	i
COc1cc(OC)c(NC(=O)CN(C)S(=O)(=O)c2ccc(-c3ccc(=O)[nH]n3)s2)cc1Cl	i	i	-16.6	i	i	i	i	i	i	i	i
CC(NC(=O)/C(=C/c1ccc(OC(F)F)cc1)c1ccccc1)c1ccccc1 (centres undefined)	i	i	-8.3	i	i	i	i	i	i	i	i
C/C(=N\Nc1cccc(C(=O)O)c1)c1ccc2c(c1)Nc1ccccc1S2	i	i	-7.1	i	i	i	i	i	i	i	i
N#Cc1cc2c([nH]c1=S)CCCC2	i	i	-1.5	i	i	i	i	i	i	i	i
Cc1cc(C)c(C#N)c(Nc2ccccc2Cl)n1	i	i	-3.6	i	i	i	i	i	i	i	i
O=C(c1ccccn1)N1CCCC(N2CCN(c3cccc(C(F)(F)F)c3)CC2)C1 (centres undefined)	i	i	-10.0	i	i	i	i	i	i	i	i

Screening data as filed in PubChem.
